MRP resist rev: MRP-mediated drug resistance reversal; H69AR cells + 2 uM doxorubicin, CellTiter-Glo, 72 h; differential viability (reversal), % at 10 µM; hit rate 0.04% among 85,000;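 active = viability drop by adding the cancer drug above about 55%, with treated viability meeting a 40% cutoff, limit read from the data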;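 also: viability without doxorubicin minus viability with 2 µM doxorubicin for each compound; larger differential means the compound sensitizes cells more to doxorubicin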
Bcl-B TR3 displacers: displacers of TR3 peptide from Bcl-B, primary screen, selectivity assay for Bfl-1 inhibitor project, biochemical, fluorescence polarization | hit rate 0.11% among 96,000 | FP displacement of FITC-TR3 peptide from Bcl-B; higher % means a stronger effect | AID 748 | one-dose displacement, % at 20 µM; IC50 in µM for titrated hits;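 active = displacement above 50% at 20 µM plus a fluorescence interference ratio under 1.5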;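 also: plate controls were wells without compound for no effect and wells lacking Bcl-B protein for full effect; a part of the inactive calls stands beside numbers as strong as those of hits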
NFkB transloc inh: blocks IL-1B driven NFkB nuclear translocation in HUVEC cells. inhibition, % at 2 µM. HUVEC IL-1B NFkB p65 nuclear translocation imaging. hit rate 0.43% among 94,000;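 active = inhibition above about 30% together with a positive call from visual inspection of the well image, limit read from the data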;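 also: nuclear over cytoplasmic p65 intensity ratio measured by imaging; 0% = IL-1B stimulated DMSO wells and 100% = unstimulated DMSO wells; values of inactives mirror those of a sister screen read the other way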
IL1B NFkB pot: enhances IL-1B driven NFkB nuclear translocation. hit rate 0.3% among 94,000. activation, % at 2 µM. HUVEC IL-1B NFkB p65 nuclear translocation imaging. AID 819;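 active = activation above 40%, about the mean plus 3 SD, also judged a hit on visual image review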;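 also: percent activation is computed from the nuclear over cytoplasmic p65 intensity ratio; values of inactives mirror those of a sister screen read the other way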
PLAP inhibition: PLAP enzyme inhibitors, biochemical, luminescence, HTS (AID 690); purified PLAP, luminescent substrate; higher % means a stronger effect; inhibition, % at 20 µM; hits with a dose series show IC50 in µM; hit rate 0.08% among 96,000; in the data active = a potency from the dose series; inactive = the rest, 99 in 100 with inhibition below about 30%; also: strong numbers were not always called active
MRP resist rev cytotoxicity: also measured in MRP resist rev; calls as there; viability, %; H69AR cells, CellTiter-Glo, 72 h; measured here: cytotoxicity without doxorubicin
MRP resist rev with doxorubicin: also measured in MRP resist rev; calls as there; viability, %; measured here: viability with 2 uM doxorubicin; hits give low values
NFkB transloc inh cell count 2 µM: further read-out of NFkB transloc inh, marked with its call; cell count; measured here: cells passing quality filter;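 raw number of nuclei counted in each imaged well without normalization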
IL1B NFkB pot cell count 2 µM: also measured in IL1B NFkB pot; calls as there; cell count; measured here: cells passing quality filter
Numbers without * were called inactive; · = not tested or not shown. The list is partial; count on the stated rates, not on these rows.

SMILES,MRP resist rev,MRP resist rev cytotoxicity,MRP resist rev with doxorubicin,Bcl-B TR3 displacers,NFkB transloc inh,NFkB transloc inh cell count 2 µM,IL1B NFkB pot,IL1B NFkB pot cell count 2 µM,PLAP inhibition
O=C(N/N=C/c1ccc([N+](=O)[O-])s1)c1ccccc1Br,-11.0,15.7,26.7,-11.5%,-13.8,73,13.8,73,-16.1%
CC1=CC(C)(C)N(C(=O)C(C)N2C(=O)c3ccccc3C2=O)c2ccc(C)cc21 (configuration not stated),-18.9,60.0,79.0,3.6%,-12.2,174,12.2,174,-54.5%
CCC(=O)N/N=C(\C)CC(=O)Nc1ccc2ccccc2c1,·,·,·,-6.9%,-8.8,138,8.8,138,-18.8%
Cc1ccc(S(=O)(=O)N2CC3(C)CN(S(=O)(=O)c4ccc(C)cc4)CC(C)(C2)C3O)cc1 (configuration not stated),1.0,90.0,89.0,1.0%,·,·,·,·,-9.0%
Cc1ccccc1N(CC(=O)N/N=C/c1cc(C)n(-c2ccccc2C)c1C)S(C)(=O)=O,·,·,·,0.7%,-6.1,176,6.1,176,-86.4%
Cc1nc2cc(-c3ccsc3-n3c(C)ccc3C)[nH]n2c(=O)c1Cl,-10.0,82.3,92.3,18.9%,2.6,149,-2.6,149,3.0%
Cc1ccc(-c2nn3c(C)nnc3s2)cc1NC(=O)CSc1ccc(Cl)cc1,-3.7,93.1,96.8,·,-63.3,134,63.3*,134*,·
CCOC(=O)Cc1csc(NC(=O)CSc2nc(C)cc(=O)[nH]2)n1,-3.2,100.3,103.6,-3.9%,-3.2,196,3.2,196,-46.5%
CCOc1ccccc1NC(=O)Cc1ccccc1OC,-18.9,65.1,84.0,15.4%,-3.3,83,3.3,83,34.7%
CCCCC(=O)NC1(C(F)(F)F)C(=O)N(CC(C)C)C2=C1C(=O)CC(C)(C)C2 (configuration not stated),·,·,·,-9.7%,3.2,137,-3.2,137,1.8%
CCOC(=O)c1ccc2nc(NC(=O)c3ccco3)sc2c1,-24.2,57.9,82.1,·,-7.9,190,7.9,190,·
O=C(NC12CC3CC(CC(C3)C1)C2)c1ccc(-c2ccccc2Cl)o1,·,·,·,2.2%,1.3,155,-1.3,155,1.1%
Cc1nn(C)c(Oc2cccc(Cl)c2)c1C(=O)Nc1ccc(F)cc1F,·,·,·,-4.5%,1.1,121,-1.1,121,2.6%
COc1cc(NC(=O)c2ccc(COc3ccccc3Br)o2)cc(OC)c1OC,-18.8,54.5,73.3,-5.3%,-3.2,108,3.2,108,-0.8%
COc1ccc(NC(=O)C(C)N2c3cccc4cccc(c34)S2(=O)=O)cc1 (configuration not stated),16.8,103.1,86.3,-2.0%,-11.5,181,11.5,181,29.3%
Cc1cc(C)n(C(=O)CCN2C(=O)c3ccccc3C2=O)n1,·,·,·,-3.1%,2.7,106,-2.7,106,9.2%
CC1CCN(C(=O)COC(=O)[C@H](C)NS(=O)(=O)/C=C/c2ccccc2)CC1,21.6,105.3,83.7,0.0%,-7.8,176,7.8,176,-35.3%
Cc1c(C(=O)N2CC(C)OC(C)C2)sc2nc(-c3ccc(F)cc3)cn12 (configuration not stated),-4.5,89.9,94.3,1.3%,-12.6,140,12.6,140,-39.7%
COc1ccc(Br)cc1CNC(=O)C1CCCN(S(C)(=O)=O)C1 (configuration not stated),-2.4,93.0,95.4,7.8%,2.1,139,-2.1,139,2.5%
CCCCCCC(=O)N(O)C1CC(=O)N(c2ccc(C)cc2)C1=O (configuration not stated),-1.7,75.7,77.4,4.6%,-19.7,121,19.7,121,-3.8%
CCOc1cc(-n2nc(C)c(C#N)c2N)nc(SC)n1,-4.5,49.1,53.6,·,-1.5,76,1.5,76,·
O=C(/C=C/c1ccc(O)cc1)c1ccc(NC2=C(N3CCCCC3)C(=O)c3ccccc3C2=O)cc1,·,·,·,5.9%,·,·,·,·,7.1%
CC(/C=C/C=C/c1ccccc1)=N/NC(=O)CNc1ccc(C)cc1,·,·,·,0.7%,-2.9,142,2.9,142,-6.6%
CCOC(=O)CCCn1c(C)nc(=O)c(-c2ccccc2)c1C,2.2,92.1,89.9,4.3%,1.1,139,-1.1,139,3.6%
O=C(O)CCC(=O)Nc1nnc(C(F)(F)F)s1,3.5,106.2,102.7,7.1%,4.0,94,-4.0,94,4.1%
Cc1sc2ncnc(OCC(=O)NCc3cccs3)c2c1C,-4.2,92.1,96.3,·,3.3,130,-3.3,130,·
CC(C)(C)C(=O)NCCn1ccc2ccccc21,3.9,87.7,83.8,7.2%,1.4,185,-1.4,185,-29.2%
Cc1ccc(C)c(-n2c(Cc3cc(=O)[nH]c(=O)[nH]3)nnc2SCC(=O)NCC2CCCO2)c1 (configuration not stated),9.7,104.3,94.6,11.1%,-10.4,109,10.4,109,-26.7%
CCCN=C(C)c1c(-c2ccccc2)[nH]n(-c2nc3ccccc3s2)c1=O,-10.1,93.4,103.5,-6.3%,-14.5,190,14.5,190,19.9%
Nc1ccc2c(c1)C(=O)N(CC1CCCO1)C2=O (configuration not stated),2.1,93.4,91.3,5.5%,1.2,108,-1.2,108,-24.7%

The last three entries of the part above lead into the next:
SMILES,MRP resist rev,MRP resist rev cytotoxicity,MRP resist rev with doxorubicin,Bcl-B TR3 displacers,NFkB transloc inh,NFkB transloc inh cell count 2 µM,IL1B NFkB pot,IL1B NFkB pot cell count 2 µM,PLAP inhibition
Cc1ccc(C)c(-n2c(Cc3cc(=O)[nH]c(=O)[nH]3)nnc2SCC(=O)NCC2CCCO2)c1 (configuration not stated),9.7,104.3,94.6,11.1%,-10.4,109,10.4,109,-26.7%
CCCN=C(C)c1c(-c2ccccc2)[nH]n(-c2nc3ccccc3s2)c1=O,-10.1,93.4,103.5,-6.3%,-14.5,190,14.5,190,19.9%
Nc1ccc2c(c1)C(=O)N(CC1CCCO1)C2=O (configuration not stated),2.1,93.4,91.3,5.5%,1.2,108,-1.2,108,-24.7%
O=C1CC2CS(=O)(=O)CC2N1C1CCCCC1 (configuration not stated),3.2,95.0,91.8,-4.8%,4.4,191,-4.4,191,10.0%
CCOc1ccc2nc(NC(=O)CN3CCN(c4ccccn4)CC3)sc2c1,17.9,96.5,78.5,0.5%,14.3,50,-14.3,50,-22.0%
Cn1c(=O)oc2cc(S(=O)(=O)Nc3ccc4c(c3)OCO4)ccc21,-3.5,96.5,100.0,-3.1%,10.8,70,-10.8,70,0.9%
CCCCn1c(N)c(Sc2ccccc2)c(=O)[nH]c1=O,4.2,90.5,86.4,-0.2%,-2.1,155,2.1,155,9.3%
CCOc1ccc(N/C=C/C(=O)c2ccc(C)cc2)c([N+](=O)[O-])c1,·,·,·,8.7%,-14.8,166,14.8,166,-2.8%
O=C(CCS(=O)(=O)Cc1ccccc1)NCC1CCCO1 (configuration not stated),5.2,92.6,87.3,-4.6%,-14.0,143,14.0,143,17.3%
COc1cccc(-n2ccnc2SCC(=O)NCc2ccccc2)c1,·,·,·,3.8%,-15.6,93,15.6,93,19.2%
CCCCCCc1c(O)c2ccccc2[nH]c1=O,·,·,·,-1.5%,-16.8,176,16.8,176,-4.7%
Cn1c(SCC(=O)O)nc2ccccc2c1=O,-5.5,97.4,102.9,-8.2%,-4.6,159,4.6,159,-3.1%
CCN(CC)S(=O)(=O)c1cccc(-c2nnc(SCc3nnc(-c4ccccc4)o3)n2C)c1,11.8,73.9,62.1,-1.9%,7.6,183,-7.6,183,-63.1%
CC(C)(C)c1ccc(N2C(=O)Cc3c2nc(N)c(C#N)c3N)cc1,-4.3,63.8,68.2,5.9%,-15.7,100,15.7,100,10.0%
CC(C)(O)C(=O)NN(C(=O)c1ccccc1)c1cccc(Br)c1,5.7,100.4,94.7,-2.6%,-4.9,157,4.9,157,5.0%
CC(=O)Oc1cc2c(C(C)=O)coc2c2ccccc12,5.8,93.2,87.3,-2.1%,-10.9,102,10.8,102,10.2%
O=C(NCc1ccccn1)c1cccs1,-6.2,94.3,100.5,-3.5%,-21.9,159,21.9,159,11.8%
COc1ccc(C(=O)Nc2ccc(N3CCN(c4ccc(OC)cc4)CC3)c(C#N)c2)cc1,-5.9,96.8,102.8,-8.4%,·,·,·,·,-7.3%
Cc1cc(NC(=O)CSc2nc3ccccc3c(=O)n2CCCC(=O)NCc2ccco2)n[nH]1,2.8,75.3,72.5,0.2%,-7.3,177,7.3,177,-74.0%
COc1cc(NC(=O)C2CCCC2)c(OC)cc1Cl,13.8,91.8,78.0,5.4%,-21.0,200,21.0,200,-0.5%
Cc1ccc2nsnc2c1NC(=O)c1ccc(-c2cc(Cl)ccc2Cl)o1,·,·,·,-16.7%,-3.2,119,3.2,119,12.0%
COc1ccc(CN2CC(C(=O)NCc3cccc(OC)c3)CC2=O)cc1 (configuration not stated),12.9,92.9,79.9,-3.5%,-1.9,145,1.9,145,-2.9%
COc1ccc(NC(=O)C2CCCN(C)C2)cc1OCC(C)C (configuration not stated),-3.2,91.3,94.4,·,-22.0,125,22.0,125,·
CC(=O)/C(=N/Nc1ccccc1C)N1CCOCC1,·,·,·,1.8%,-2.4,169,2.4,169,0.5%
Fc1ccccc1CNc1cc(Cl)cc(Cl)c1,·,·,·,-12.6%,7.4,106,-7.4,106,4.0%
CCOc1ccc2nc(NC(=O)C(CC)Sc3nc(C)cc(=O)[nH]3)sc2c1 (configuration not stated),19.1,100.3,81.1,-1.1%,3.5,114,-3.5,114,-28.6%
CC(C)Cn1c(SCC(=O)N2CCN(S(=O)(=O)c3ccccc3)CC2)nc2ccccc21,-13.3,31.5,44.8,-33.2%,-0.7,177,0.7,177,-49.9%
CCCCC(=O)OCCNC(=O)c1cc2ccccc2oc1=O,-2.5,93.8,96.3,-3.1%,-2.6,75,2.6,75,2.8%
Cc1oc2ccccc2c1-c1cn2c(n1)SCC2,9.6,101.0,91.4,-2.7%,·,·,·,·,-13.5%
O=C(Cn1nnc(-c2ccccc2Cl)n1)N/N=C/c1ccc2c(c1)OCO2,·,·,·,2.6%,-8.4,128,8.4,128,3.0%
Fc1ccccc1NC(=S)NN(Cc1ccccc1)c1ccccc1,·,·,·,-1.4%,9.5,139,-9.5,139,48.1%
CCN1CCCC1CNC(=O)c1cc2c(-c3cccc(OC)c3)nn(C)c2s1 (configuration not stated),-11.6,59.6,71.2,-11.4%,·,·,·,·,-58.2%
CC1(C)Cc2ccccc2-c2nnnn21,-1.9,96.6,98.5,-6.7%,-22.5,73,25.1,73,-27.9%
COc1ccccc1C(OC(=O)c1cccs1)C(=O)NCc1ccco1 (configuration not stated),-2.2,91.9,94.2,-1.3%,-13.8,152,13.8,152,-62.8%
O=C(OCC(=O)N1CCN(C(=O)c2ccco2)CC1)c1cc(-c2ccccc2)nc2ccccc12,9.6,85.3,75.7,-78.6%,-6.8,185,6.8,185,-54.8%
CC/C(=N\NS(C)(=O)=O)c1ccccc1,13.0,104.2,91.2,-4.6%,-26.3,177,26.3,177,-1.1%
CCc1c(C)nc2cc(-c3cc(OC)cc(OC)c3)nn2c1N1CCN(CCN2CCOCC2)CC1,-5.2,47.0,52.1,·,3.9,105,-3.9,105,·
COc1ccc(S(=O)(=O)n2cnc3cc(C)c(C)cc32)cc1C,11.0,77.3,66.3,-3.7%,5.6,132,-5.6,132,-27.7%
CCc1sc(N(C(=O)Cc2ccccc2)c2ccc(F)cc2)nc1-c1ccccc1,·,·,·,-10.1%,-5.8,151,5.8,151,16.8%
Cc1nn(CC(=O)NCCN2CCOCC2)c(C)c1[N+](=O)[O-],·,·,·,-3.7%,1.8,106,-1.8,106,-57.9%
CCCCOC(=O)Nc1nc2ccccc2s1,6.9,95.5,88.5,-5.5%,-20.1,79,20.1,79,3.8%
CC1(C)CC(=O)C2=C(C1)Nc1nc(SCCN3CCOCC3)[nH]c(=O)c1C2c1cccs1 (configuration not stated),6.5,100.4,93.9,2.3%,-18.1,62,18.1,62,-58.9%

From PubChem BioAssay
